Screening data: PubChem, several laboratories
LMP1 NFkB inh: reduces LMP1-driven NF-kappaB luciferase signal. LMP1-induced NF-kappaB luciferase reporter cells, luminescence. inhibition, % at 12.5 µM. 350,000 compounds, 0.69% hits. AID 504558; in the data active means inhibition above about 41%;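 further: 0% = neutral control wells and 100% = reference inhibitor control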
NCOA1 inh: human NCOA1 inhibition. HEK293 GAL4-SRC1 luciferase reporter, luminescence. 360,000 compounds, 0.12% hits. AID 588354. inhibition, % at 3.6 µM. Q15788;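 active means inhibition above the campaign mean plus 3 SD, with each screening campaign given its own cutoff, cut at about 60% in these data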;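 further: 0% = DMSO treated cells and 100% = gossypol at 36 µM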
NR5A2 inv ag: suppresses constitutive activity of human LRH-1 | O00482 | HEK293T StAR-luciferase reporter, LRH-1 transfected, 24 h | inhibition, % at 3.6 µM | 360,000 compounds, 0.13% hits | AID 602396;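 active means inhibition above the mean inhibition of all tested compounds plus 3 SD, cut at about 73% in these data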;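 further: 0% = DMSO wells and 100% = reporter-only cells lacking LRH-1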
C8 TRAIL sens: sensitizes caspase-8 expressing cells to TRAIL. NB7+C8 cells + TRAIL, ATPlite viability luminescence. inhibition (viability loss, TRAIL sensitization), % at 10 µM. 360,000 compounds, 1% hits;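 active means compounds causing at least 50% loss of cell viability in the single-dose screen, relative to plate controls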
COUP-TFII inh: NR2F2 (human) inhibition, primary screen; P24468; HEK293T NGFI-A luciferase reporter, luminescence; inhibition, % at 8.6 µM; 370,000 compounds, 0.7% hits;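 active means inhibition above a per-plate cutoff, mean inhibition of test wells between control levels plus 3 SD, cut at about 38% in these data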;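 further: cells cotransfected with COUP-TFII expression vector driving the NGFI-A reporter; 0% = median of COUP-TF2 test wells and 100% = reporter-only cells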
NCOA3 inh: human NCOA3 inhibition; inhibition, % at 3.6 µM; AID 588352; 360,000 compounds, 0.17% hits; Q9Y6Q9; HEK293 GAL4-SRC3 luciferase reporter, luminescence;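 active means inhibition above a per-campaign cutoff, the mean of all compounds plus 3 SD, cut at about 60% in these data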;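 further: 0% = DMSO-treated cells and 100% = gossypol-treated cells at 36 µM; higher means less SRC3-driven luciferase light from the GAL4 reporter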
Vif imaging: HIV Vif inhibition | 340,000 compounds, 0.35% hits | AID 602346 | inhibition, % at 7.49 µM | HEK293T cells, Vif self-association by quenched fluorescence, imaging, 24 h; in the data active means inhibition above about 50%, passing the limit was not always enough; further: some results filed as inactive read as strong as hits
TROY NFkB inh: blocks TROY-dependent signaling in reporter cells; inhibition, % at 10 µM; Q293 LMP1-TROYcd NF-kB luciferase reporter, 4 h; 360,000 compounds, 0.98% hits; AID 1347056;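 active means compounds whose plate-normalised and pattern-corrected inhibition of the luciferase reporter signal at the single screening dose is 50% or more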
NOD2 RIPK2 PPI: NOD2-RIPK2 protein interaction inhibition; O43353; CHO BLA complementation NOD2-RIPK2, CCF4 ratio; inhibition, % at 4.98 µM; 360,000 compounds, 0.38% hits; AID 624267; in the data active means inhibition above about 21%;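 further: 0% = vehicle only and 100% = reference blocker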
SRC2 inh: human SRC2 (NCOA2) inhibition | Q15596 | HEK293 GAL4-SRC2 luciferase reporter, luminescence | inhibition, % at 9 µM | 370,000 compounds, 0.17% hits | AID 651957;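 active means inhibition above the mean inhibition of all tested compounds plus 3 SD, set per campaign, cut at about 52% in these data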;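 further: 0% = DMSO treated cells and 100% = cells given Gossypol at 36 µM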
TLR9-MyD88 inh: blocks human TLR9 binding to MyD88; 340,000 compounds, 0.21% hits; AID 504734; Q9NR96+Q99836; CHO BLA complementation TLR9-MyD88, CCF4 FRET ratio; inhibition, % at 4.98 µM;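 active means inhibition above the mean over all tested compounds plus 3 SD, cut at about 21% in these data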;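 further: 0% = DMSO only wells and 100% = clavulanate BLA inhibitor control wells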
* hit, by the source's call; i = inactive; nt = not tested or not shown.

SMILES	LMP1 NFkB inh	NCOA1 inh	NR5A2 inv ag	C8 TRAIL sens	COUP-TFII inh	NCOA3 inh	Vif imaging	TROY NFkB inh	NOD2 RIPK2 PPI	SRC2 inh	TLR9-MyD88 inh
CC1=C(C(=O)O)N2C(=O)C(NC(=O)c3ccn(C)n3)C2SC1 (stereo unspecified)	-1	1	0	9	3	1	4	20	0	6	-6
Nc1ncnc2c1ncn2[C@@H]1O[C@H](C(=O)N[C@@H](CO)c2ccccc2)[C@@H](O)[C@H]1O	nt	13	13	-8	-27	15	6	-8	-8	9	nt
COc1ccc(CC/C(=N\O)C2(O)CCCCC2)cc1	5	-11	-6	-5	-3	-1	-7	-52	2	-8	0
COc1ccccc1CNC(=O)CN(c1ccc(C)cc1)S(=O)(=O)c1c(C)nn(C)c1C	-4	-18	-3	-9	-7	-3	-7	6	0	-2	-10
CCOC(=O)c1cccc(NC(=O)C2CCCN(S(=O)(=O)c3c(C)n[nH]c3C)C2)c1 (stereo unspecified)	-6	0	16	-2	5	11	-10	2	-6	11	0
COc1ccc(Br)cc1-c1noc(-c2ccccc2F)n1	-5	1	-14	7	-2	17	-2	-22	-10	-10	5
CC1(C(=O)NCCC#N)CCN1C(=O)c1ccccc1CCc1ccccc1 (stereo unspecified)	nt	-7	-22	-26	-2	9	nt	-4	-13	-14	nt
C[C@H](NC(=O)c1nc[nH]c1C(=O)N(C)Cc1ccccc1)C(=O)OC(C)(C)C	1	0	8	-9	-4	-8	5	-18	-3	-11	1
O=C(COC(=O)C(CO)NS(=O)(=O)c1ccc(Br)cc1)Nc1ccc2c(c1)OCCO2 (stereo unspecified)	2	-11	-25	10	-22	5	2	-9	1	10	-6
COc1ccc(C(=O)CCC(=O)O)c(C)c1	2	20	2	12	-14	7	-5	6	-4	-18	-14
Cc1ccc(OCC(=O)Nc2ccc(N3CCN(C(=O)c4ccco4)CC3)cc2)c(C)c1	21	16	7	22	44*	-8	-5	-7	1	20	-3
O=C(CCCSc1nc2ccccc2[nH]1)Nc1nnc(C2CC2)s1	3	-11	7	-1	-8	-4	-1	5	-1	3	0
Cc1ccc(-n2c(CC#N)n[nH]c2=S)c(C)c1	2	4	-4	7	7	19	4	-27	1	1	1
CSc1ccc(CN2CCC2(C)C(=O)NCc2ccccc2Br)cc1 (stereo unspecified)	nt	11	-10	0	10	-14	-6	6	-6	-22	nt
CCOC(=O)C1C(=O)CC(C)(O)C(C(=O)OCC)C1c1ccc(NC(C)=O)cc1 (stereo unspecified)	-9	0	0	-1	5	7	-8	-15	4	-2	4
O=C(O)/C=C/C(=O)Nc1cccnc1	5	-2	-15	-2	-6	12	-8	15	6	20	-17
Cc1ccc(C2(C)NC(=O)N(CC(=O)Nc3cc(C)on3)C2=O)cc1 (stereo unspecified)	-6	-7	-3	-3	-9	4	nt	-5	8	-9	-4
CC1CCc2sc3ncn4nc(C(=O)NCc5ccco5)nc4c3c2C1 (stereo unspecified)	0	2	10	5	-13	2	-3	-1	2	-32	-3
CC(=O)Nc1cncc(-c2ccccc2CO)n1	nt	-7	7	3	-10	1	nt	-15	0	-11	nt
COc1ccc(NC(=O)C2=Cc3cccc(OC)c3OC2)cc1	-23	-79	-119	26	-31	-58	-10	-41	-14	-44	12
Cc1ccccc1C(=O)NNc1ccc([N+](=O)[O-])cc1	-4	-2	-6	-3	0	-5	8	-11	6	-12	4
Cc1ccc(C(=O)c2ccc([N+](=O)[O-])cc2)c(C)c1	2	5	9	-11	-1	-11	-17	-25	7	-12	-2
Cc1nn(CCCC(=O)NCc2ccccc2)c(C)c1[N+](=O)[O-]	-7	-3	-1	-11	5	11	1	15	-10	0	0
COC(=O)Nc1ccc(NC(C)=O)cc1	0	9	-7	6	-2	11	-7	-6	-5	13	5
O=C(CSc1cn(CC(=O)N2CCCC2)c2ccccc12)NCC1CCCO1 (stereo unspecified)	-5	-1	4	-26	-23	12	-8	-16	-4	14	-6
COCCCn1c(=O)c2ccccc2n(CC(=O)Nc2ccc3c(c2)OCCO3)c1=O	-2	-15	18	-4	9	14	9	-8	4	15	-4
O=c1oc(/C=C/c2ccc([N+](=O)[O-])s2)nc2ccccc12	-35	-13	-17	-1	nt	-9	i	-12	18	nt	18
COc1ccc(Cn2nnc3c(=O)[nH]c(C(=O)NCCc4ccc(F)cc4)nc32)cc1OC	14	-21	-5	-5	11	15	-5	19	2	-54	0
Cn1c(SCC(=O)N/N=C/c2ccc(O)c(O)c2)nc2ccccc21	-6	-3	-4	10	-8	-9	12	22	-7	0	-6
CCOc1cc(/C=C(\C#N)c2nc3ccccc3[nH]2)ccc1OC(C)C(=O)O (stereo unspecified)	-2	-25	-9	6	-9	-42	2	-15	-18	-34	-10

Two compounds from above, reduced to Vif imaging.
structure,Vif imaging
Nc1ncnc2c1ncn2[C@@H]1O[C@H](C(=O)N[C@@H](CO)c2ccccc2)[C@@H](O)[C@H]1O,6
COc1ccc(CC/C(=N\O)C2(O)CCCCC2)cc1,-7

Next section:
SMILES	LMP1 NFkB inh	NCOA1 inh	NR5A2 inv ag	C8 TRAIL sens	COUP-TFII inh	NCOA3 inh	Vif imaging	TROY NFkB inh	NOD2 RIPK2 PPI	SRC2 inh	TLR9-MyD88 inh
COc1cccc(CNC(=O)c2ccc(C)c(NC3=NC4CS(=O)(=O)CC4S3)c2)c1 (stereo unspecified)	-5	6	9	-9	-16	1	16	-4	-2	-4	1
O=[N+]([O-])c1cc(S(=O)(=O)Nc2cccc(C(F)(F)F)c2)ccc1-n1nnc2ccccc21	0	-3	3	1	7	14	13	58*	14	-10	-3
COCCN1C[C@@H](CO)O[C@@H](n2cnc3c(NCc4ccncc4)ncnc32)C1	nt	4	-6	-8	-6	-9	nt	13	1	-13	nt
CCN(CC)C(=O)C1CCN(S(=O)(=O)c2c(C)noc2/C=C/c2cccc(C)c2)CC1	-2	8	-31	-5	11	-2	-4	18	-8	-8	-9
O=C(N/N=C/c1cccnc1)c1ccc(S(=O)(=O)N2CCCCCC2)cc1	-7	-6	-3	-9	4	-1	3	-5	2	19	12
S=C(NCc1ccc(Cl)cc1)NC1CCCCC1	1	-9	-4	-7	4	0	-5	-12	6	7	-5
Cc1ccn(C(=O)c2ccc(NC(=O)CC(C)C)cc2)n1	-8	-17	-4	-7	5	-2	-6	-17	-5	23	5
CC(=O)C1=C(O)C(=O)N(c2cc(C(C)(C)C)on2)C1c1ccc(Br)cc1 (stereo unspecified)	-3	-5	-7	-8	-1	2	-9	13	-4	-6	-8
C=CCn1c2ccccc2c2nnc(SCc3ccc4nonc4c3)nc21	5	8	-23	1	-2	1	0	17	-8	-4	-7
COc1ccc(C2c3cc4c(cc3OC(N3CCOCC3)C2C)OCO4)c(OC)c1 (stereo unspecified)	1	0	15	-8	-1	-1	6	26	3	14	-12
O=C(NCc1ccco1)C1(S(=O)(=O)c2ccccc2)CC=CC1	-3	-20	24	-7	-2	-11	3	-12	-5	-10	3
O=C(CN1CCSCC1)N/N=C/c1cccc(Cl)c1	1	4	-6	3	-32	10	13	-12	-8	-12	2
Cc1cc(C)n2nc(-c3ccc(Cl)cc3)cc2n1	-54	-81	-98	28	-42	-110	-3	-29	-1	-90	-1
COC(=O)c1ccccc1NC(=O)C1CC(=O)N(C2CCCCC2)C1 (stereo unspecified)	7	5	-37	-1	-8	-6	-12	12	-2	-12	0
CCCOc1ccc(NC(=O)CC2Nc3ccccc3NC2=O)cc1 (stereo unspecified)	-4	-3	7	12	4	-19	25	-14	-8	9	3
COc1ccc(C(=O)Nc2ccc(Br)cn2)cc1S(=O)(=O)N1CCOCC1	-1	-4	6	-7	14	5	11	-1	-2	27	8
COc1ccccc1NC(=S)NCCc1ccc(OC)c(OC)c1	8	10	-9	-12	0	5	14	7	3	-32	1
C1CCN2C[C@@H]3C[C@@H](CN4CCCC[C@@H]34)[C@H]2C1	4	-4	-2	-1	7	-8	-6	15	7	11	-2
CCOC(=O)CNC(=O)N1CCCC(CCC(=O)NCc2ccc(F)c(F)c2)C1 (stereo unspecified)	-7	9	1	-9	13	9	-3	8	7	14	-14
COc1cc(/C=N/NC(=O)COc2ccc(Cl)cc2)ccc1OS(=O)(=O)c1ccc(C)cc1	-5	-2	4	17	12	-2	0	5	2	-12	0
O=C(O)CSc1ncnc2c1sc1nc(-c3ccccc3)c3c(c12)CCC3	-3	-4	9	-17	-1	7	2	-5	-12	6	0
COc1ccc2c(c1)C(NS(=O)(=O)OCC(Cl)(Cl)Cl)CCC2 (stereo unspecified)	-7	-14	-10	5	-3	3	-3	5	3	-38	0
Cn1nccc1C(=O)NC1CCN(Cc2ccccc2)CC1	4	1	-22	-28	2	2	-4	-2	-6	4	1
CCNC(=S)N/N=C(\C)c1ccc(Cl)s1	-7	0	7	8	2	2	5	-20	-13	1	-6
CCCc1nnc(SCC(=O)N2CCOCC2)n1C	-3	-4	-2	8	-9	2	17	-12	-6	-8	-3
NC(=O)CSc1nc2sc(-c3ccccc3)cc2c(=O)n1N	-5	-11	-3	-1	-17	-30	-2	-70	-12	-33	1
Cc1ccc(N2CC(C(=O)N3CCC4(CC3)CC(=O)c3ccccc3O4)CC2=O)cc1 (stereo unspecified)	10	-49	-2	11	-2	-6	-2	15	2	13	-7
CN(C)S(=O)(=O)Nc1ccc(Cc2ccncc2)cc1	3	3	17	-1	-5	-5	7	-16	-6	-11	-2
CCc1c(C)sc(NC(=S)Nc2cccnc2)c1C(=O)OC	-2	14	4	-1	3	11	-4	5	-5	-2	4
Cc1ccc2c(c1)S/C(=C/c1ccc[n+](C)c1)N2CCO	1	16	18	19	23	26	4	-9	-1	-19	-7
Cc1cc2nc3s/c(=C/c4ccc(-c5ccccc5C(=O)O)o4)c(=O)n3c2cc1C	-3	9	1	7	19	4	10	3	-6	0	-6
COc1ccc(NC(=O)c2c(C)oc3c2CCCC3)cc1	-8	-9	-16	1	0	-33	-5	-8	3	-20	3
Cc1ccc(OCCN(C)C(=O)CC2C(=O)NCCN2CC(C)(C)C)cc1 (stereo unspecified)	-11	-12	6	-4	-4	11	-6	13	2	15	1
CC(CNC(=O)c1cc(Cl)ccc1[N+](=O)[O-])NC(=O)c1cc(Cl)ccc1[N+](=O)[O-] (stereo unspecified)	-8	-31	2	-1	-5	4	-4	12	6	-19	-6
Cc1ccc(S(=O)(=O)NCCC(=O)OCC(=O)N(Cc2ccccc2)C(C)(C)C)cc1	2	-14	-8	-3	-4	-9	-1	9	-5	5	-4
COc1ccc(N2C(=NC(=O)C3CCCCC3)SC3CS(=O)(=O)CC32)cc1Cl (stereo unspecified)	1	-4	8	-1	4	-15	-4	22	2	-31	0
Cc1ccc(NC(=O)Cn2nnc(C(=O)NCCc3ccccc3)c2N)cc1Cl	-28	6	5	-8	1	18	-13	-12	7	-14	10
COc1ccc(CN(C)C(=O)c2cccc(C(=O)N(C)Cc3ccc(OC)cc3)c2)cc1	9	-1	-8	-1	10	-3	-5	2	-3	15	7
COCCNc1nc(NCCCN2CCCC2=O)c2sccc2n1	nt	3	-2	-20	-4	2	-1	5	-7	-14	nt

A portion of the library; rates above refer to the full screens.
